PglD DTNB: PglD (C. jejuni) enzyme inhibition; purified PglD enzyme, DTNB colorimetric CoA detection; inhibition, % at 12.5 µM; actives 0.098% (n = 360,000); AID 602405; in the data active = inhibition above about 16%, passing the limit was not always enough; inconclusive = no clear call, values can overlap the other calls; also: strong numbers were not always called active
PGC1a acetyl inh: PGC1a acetylation modulation, inhibitor mode. U2OS PGC1a acetylation, AlphaScreen anti-acetyl-lysine; with virally co-expressed GCN5 acetyltransferase. inhibition, % at 15.6 µM. AID 651687. actives 0.17% (n = 350,000);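 active = every replicate shows inhibition of at least 40%; inconclusive = mean inhibition at least 40% but some replicate below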;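 also: 0% = neutral control wells and 100% = positive control wells; some results beyond the cut were filed as inactive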
PAX8 reporter: lowers PAX8-driven luciferase in RMG-I cells. RMG-I TPO-luciferase reporter, SteadyGlo, 24 h. inhibition, % at 12.6 µM. actives 1.2% (n = 360,000). AID 652154;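 active = mean replicate inhibition at least 60% with every replicate also reaching 60%; inconclusive = only one of the two criteria is met; inactive = mean below 60% and not all replicates reaching 60%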;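 also: luciferase light reporting Pax8 driven TPO promoter activity; plate controls were median of neutral control wells for no effect and mitoxantrone controls for full effect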
Cneo AK release: causes C. neoformans cell lysis; adenylate kinase release luminescence, 4 h; normalised: neutral wells 0, clomiphene wells 100; lysis activity, % at 15 µM; actives 0.2% (n = 360,000);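 active = mean lysis activity across replicates of at least 80%, whatever share of replicates individually reach that level; inactive = mean lysis activity below 80%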
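Material – log-phase Cryptococcus neoformans yeast cells · Input – 5 × 10^6 yeast cells/mL · Medium – fresh YPD growth medium · Doses – single compound concentration per well · Timing – static 4 h at 37 °C with compound, 1 h detection · Detection – adenylate kinase release luminescence · Read-out – signal increase indicating cell lysis · Control set – Clomiphene as positive lysis control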
ARNT TACC3 PPI: disrupts binding between human ARNT and TACC3; Q9Y6A5; AlphaScreen His-ARNT PAS-B/GST-TACC3 binding, luminescence; TACC3 fragment carries E629A point mutation; inhibition, % at 9.99 µM; actives 0.66% (n = 390,000);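 active = mean inhibition of replicates at least 50% and at least half of replicates each reaching 50%; inconclusive = half or more replicates reach 50% but mean below 50%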;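 also: 0% = complete ARNT plus TACC3 wells and 100% = ARNT alone without TACC3; many hits fall short of the cut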
LGR2 antag: blocks bursicon-induced cAMP signaling via Drosophila LGR2. HEK293 LGR2, CRE-luciferase, bursicon-stimulated, 4 h. inhibition, % at 9.99 µM. actives 0.35% (n = 380,000). AID 720647;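 active = drop in luminescence signal, shown as inhibition above about 50% in the replicate tests, limit read from the data, passing the limit was not always enough; inconclusive = probably only some replicates passing the limit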;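 also: agonist challenge used bursicon conditioned medium at about half maximal strength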
C2C12 statin: suppressors of simvastatin-induced myotoxicity in C2C12 myotubes. ATP luminescence, 48 h; scaled: DMSO 0, geranylgeraniol control 100. rescue of ATP level, % at 7.49 µM. actives 0.78% (n = 330,000). AID 602340;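 active = mean ATP rescue above about 67%, or every replicate alone reaching that limit, limit read from the data, passing the limit was not always enough; inconclusive = no clear call, values can overlap the other calls; inactive = mean under the limit and some replicate under it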;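 also: myotubes were challenged with 10 µM simvastatin during compound exposure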
INS-1E GSIS act: GLuc luminescence reporter in INS-1E cells, primary screen for activators of glucose-dependent secretion of insulin; INS-1E GLuc reporter insulin secretion, 2-3 h; activation, % at 16.6 µM; actives 0.61% (n = 370,000); AID 743287;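 active = lowest replicate activation of at least 40%, so every replicate reaches that level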;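 also: 0% = median of neutral control wells and 100% = median of IBMX positive control wells; some compounds called inactive have numbers as strong as hits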
Numbers without * were called inactive; ? = inconclusive; nt = no result given; & = joins results of further samples. Rows are unselected. Share with any hit: about 2.9%.

Results follow in this order: PglD DTNB	PGC1a acetyl inh	PAX8 reporter	Cneo AK release	ARNT TACC3 PPI	LGR2 antag	C2C12 statin	INS-1E GSIS act
[1] COC(=O)C1=C(C)N(C(C)c2ccccc2)C(=O)C1 (stereo not drawn)
 : -3	6	20	0	-4	-2	14	10
[2] O=C1NC(=O)C(CC(=O)N(Cc2ccco2)C2(C(=O)NC3CCCC3)CCCCC2)N1 (stereo not drawn)
 : -3	-8	nt	0	1	nt	33	nt
[3] COc1ccc(S(=O)(=O)N(C)c2ccc(C(=O)NCc3ccccn3)cc2)cc1OC
 : 4	nt	nt	-1	6	-35	0	nt
[4] CCOC(=O)C1=CCN(S(=O)(=O)c2ccc(C)cc2)C1c1cccc(C)c1 (stereo not drawn)
 : 1	-8	19	1	nt	4	-3	-11
[5] C=CCn1c(Cc2csc(N)n2)nnc1SCC(=O)OCC
 : nt	-3	nt	nt	46*	8	39	0
[6] COc1ccc(CN2CCn3ncc(C(=O)Nc4cc(C)cc(C)c4)c3C2=O)cc1
 : -5	-11	nt	1	0	-17	-144	2
[7] CC(C)(C)n1nc2c(c1NC(=O)CCCc1ccccc1)CS(=O)C2 (stereo not drawn)
 : 2	2	-4	1	16	11	nt	-1
[8] CN1CCN(S(=O)(=O)c2cccc(C(=O)N(C)Cc3cccs3)c2)CC1
 : 6	-3	4	-1	-3	15	-5	10
[9] CCC(C(=O)Nc1nc(C)cs1)c1ccccc1 (stereo not drawn)
 : -6	10	24	-3	-5	nt	13	nt
[10] Cc1sc(NC(=O)c2cccc([N+](=O)[O-])c2)c(C(N)=O)c1-c1ccc(C(C)(C)C)cc1
 : 2	10	-36	2	1	nt	-8	nt
[11] CC(C)(CNC(=O)Cc1ccc(Cl)cc1Cl)N1CCCCC1
 : 6	nt	-2	-2	1	5	0	0
[12] C[C@H](CO)N1C[C@H](C)[C@H](CN(C)Cc2cccnc2)Oc2ncc(C#Cc3cccnc3)cc2C1=O
 : 1	7	nt	19	0	36	-2	-7
[13] Cc1nn(Cc2ccccc2)c(Cl)c1C(=O)NC(C)(C)C
 : 5	12	-16	0	-1	2	nt	6
[14] Nc1nonc1C(=O)NC(c1ccccc1)c1ccccc1
 : -3	9	nt	5	-2	nt	-10	nt
[15] O=C(C1=C[C@@H](C2CCCCC2)C[C@@H](OCCCCO)O1)N1CCN(Cc2ccc3c(c2)OCO3)CC1
 : 0	-6&-6	12&13	-2&3	0	nt	-3	nt

Remaining list, next part
Results follow in this order: PglD DTNB	PGC1a acetyl inh	PAX8 reporter	Cneo AK release	ARNT TACC3 PPI	LGR2 antag	C2C12 statin	INS-1E GSIS act
[16] O=C(NNC(=O)c1cccc2ccccc12)c1ccc(Br)cc1
 : -3	3	-68	-1	-7	-27	-5	nt
[17] Cc1ccc(N(Cc2cc(=O)[nH]c3ccccc23)C(=O)C(C)C)cc1
 : 5	-3	12	2	11	33	nt	23
[18] c1ccc2cc(Cn3ccnc3)ccc2c1
 : -6	-33	7	2	-10	-3	-7	3
[19] CCNC(=O)COC(=O)/C=C/c1c(C)nn(Cc2cccc(OC)c2)c1Cl
 : -2	2	-6	5	-4	-1	-1	10
[20] COc1ccc(-c2cc(NC=O)c3ncc(-c4ccc(OC)c(OC)c4)n3c2)cc1OC
 : -1	-17	53	1	nt	-38	-82	nt
[21] CCCc1cc(=O)n2[nH]c(Cc3ccccc3)nc2n1
 : -3	-17	nt	3	-8	nt	26	nt
[22] CC12CCC(C(=O)Nc3cc(F)ccc3F)(CC1=O)C2(C)C (stereo not drawn)
 : -1	nt	-1	2	0	3	-3	-9
[23] O=c1cc(Cl)[nH]c(=O)n1Cc1ccc(F)cc1
 : -5	-25	11	12	5	12	-15	7
[24] CCOc1ccc(CC2NCCc3cc(OCC)c(OCC)cc32)cc1OCC (stereo not drawn)
 : 0	-17	17	1	12	-25	-4	-51
[25] CCn1c2ccccc2c2cc([N+](=O)[O-])ccc21
 : nt	-7	14	nt	-4	-23	nt	-7
[26] CCOC(=O)CCCCCC(=O)Nc1ccc2c(c1)C(=O)N([C@@H](C)CO)C[C@@H](C)[C@H](CN(C)C(=O)Nc1ccccc1)OCCCC[C@H](C)O2
 : -4	3	-20	-5	nt	33	5	-19&-10
[27] COC(=O)Cc1cc(=O)n(-c2nc3ccccc3s2)[nH]1
 : -3	1	nt	-2	7	1	5	22
[28] CC(C)(C)c1nnc(NS(=O)(=O)c2ccc(F)cc2)s1
 : -6	6	-1	2	-5	3	-1	-3
[29] O=[N+]([O-])c1ccc(N=Nc2c(Cl)cc(O)cc2Cl)cc1
 : -3	-53	98*	-10	30	22	-41	-32
[30] O=C1C=CC(=O)N1c1ccccc1N1C(=O)C=CC1=O
 : 0	-39	?	0	-2	9	-139	nt

(listing goes on)
Results follow in this order: PglD DTNB	PGC1a acetyl inh	PAX8 reporter	Cneo AK release	ARNT TACC3 PPI	LGR2 antag	C2C12 statin	INS-1E GSIS act
[31] Cn1cnnc1Sc1ccc(/C=C(\CCC(=O)O)c2nc3ccccc3s2)cc1[N+](=O)[O-]
 : nt	-10	0	nt	3	-37	nt	-5
[32] O=S(=O)(c1ccc(F)cc1)N1CCN(Cc2ccccn2)CC1
 : -1	-3	-2	-1	13	15	1	6
[33] COc1cccc(NC(=O)C(Sc2nnc3ccccn23)c2ccccc2)c1 (stereo not drawn)
 : -2	nt	7	0	-9	8	nt	-9
[34] Cc1ccc(C(=O)O/N=C(/c2nonc2N)N(C)C)cc1
 : -1	4	nt	-2	3	nt	12	nt
[35] CC(=O)N1[C@@H]2c3ccc(C4=CCCCC4)c(=O)n3C[C@@H]2[C@@H](CO)[C@@H]1C(=O)N1CCCCC1
 : 1	4	7	-2	11	-3	-1	-11
[36] COc1ccc(S(=O)(=O)N(C)C[C@H]2Oc3ccc(NC(=O)Nc4ccc(F)cc4)cc3C(=O)N([C@@H](C)CO)C[C@@H]2C)cc1
 : -4	2	nt	1	11	2	-5	-22
[37] O=c1c2cccnc2[nH]c(=S)n1CCC1=CCCCC1
 : -4	-1	1	-1	2	nt	nt	nt
[38] S=C(c1ccc(N2CCOCC2)cc1)N1CCOCC1
 : -5	8	nt	0	-6	nt	24	nt
[39] O=C(O)c1cccc(-c2nnn(Cc3ccccc3Cl)n2)c1
 : -4	-6	?	2	nt	nt	1	nt
[40] CC(C)NC(=O)C(=O)NC1CCCCCC1
 : 4	-18	nt	2	3	nt	-30	nt
[41] CCOC(=O)c1c(NC(=O)CCC(=O)NCc2ccco2)sc2c1CCCC2
 : 4	-17	33	-1	-3	nt	1	nt
[42] CCOc1ccc(NC(=O)CN2CCN(CC(=O)Nc3ccc(OC)cc3)CC2)cc1
 : 3	7	nt	-1	-2	1	3	-13
[43] FC(F)(F)c1cnc(Oc2ccccc2-c2nnc(-c3ccc(Cl)cc3)o2)c(Cl)c1
 : nt	-1	nt	nt	-3	-10	nt	-32
[44] O=C(Cc1ccccc1)N[C@@H]1C=C[C@H](CC(=O)N2CCOCC2)O[C@@H]1CO
 : -1	-3	-11	4	5	4	-6	0
[45] COCCNC(=O)/C(C#N)=C/c1nc(N(C)C)n(-c2ccc(F)cc2)c1Cl
 : -7	14	17	-1	0	-3	-2	-6

Later entries
Results follow in this order: PglD DTNB	PGC1a acetyl inh	PAX8 reporter	Cneo AK release	ARNT TACC3 PPI	LGR2 antag	C2C12 statin	INS-1E GSIS act
[46] CC(NC(=O)CSC(=S)N1CCCC1)c1ccc(S(N)(=O)=O)cc1 (stereo not drawn)
 : -1	nt	9	1	3	7	11	13
[47] O=C(Nc1ccc2c(c1)OCO2)OCc1ccccc1
 : -1	10	nt	-1	-9	-80	nt	-10
[48] CN1CCCN(S(=O)(=O)c2cccc(C#N)c2)CC1
 : 8	7	4	-1	-3	2	9	10
[49] C[C@@H]1CCCCO[C@H](CN(C)Cc2ccc(C(F)(F)F)cc2)[C@H](C)CN([C@@H](C)CO)C(=O)c2cc(NC(=O)Nc3ccc(C(F)(F)F)cc3)ccc2O1
 : 0	21	-13	4	-4	-18	nt	-21

Structures listed so far shown as hits in ARNT TACC3 PPI.
| nr | Molecule | PglD DTNB | PGC1a acetyl inh | ARNT TACC3 PPI | LGR2 antag | INS-1E GSIS act |
| --- | --- | --- | --- | --- | --- | --- |
| 5 | C=CCn1c(Cc2csc(N)n2)nnc1SCC(=O)OCC | nt | -3 | 46* | 8 | 0 |

Molecules listed so far that have an aryl methoxy group, in the order listed:
Results follow in this order: PglD DTNB	PGC1a acetyl inh	PAX8 reporter	Cneo AK release	ARNT TACC3 PPI	LGR2 antag	C2C12 statin	INS-1E GSIS act
[3] COc1ccc(S(=O)(=O)N(C)c2ccc(C(=O)NCc3ccccn3)cc2)cc1OC
 : 4	nt	nt	-1	6	-35	0	nt
[6] COc1ccc(CN2CCn3ncc(C(=O)Nc4cc(C)cc(C)c4)c3C2=O)cc1
 : -5	-11	nt	1	0	-17	-144	2
[19] CCNC(=O)COC(=O)/C=C/c1c(C)nn(Cc2cccc(OC)c2)c1Cl
 : -2	2	-6	5	-4	-1	-1	10
[20] COc1ccc(-c2cc(NC=O)c3ncc(-c4ccc(OC)c(OC)c4)n3c2)cc1OC
 : -1	-17	53	1	nt	-38	-82	nt
[33] COc1cccc(NC(=O)C(Sc2nnc3ccccn23)c2ccccc2)c1 (stereo not drawn)
 : -2	nt	7	0	-9	8	nt	-9
[36] COc1ccc(S(=O)(=O)N(C)C[C@H]2Oc3ccc(NC(=O)Nc4ccc(F)cc4)cc3C(=O)N([C@@H](C)CO)C[C@@H]2C)cc1
 : -4	2	nt	1	11	2	-5	-22
[42] CCOc1ccc(NC(=O)CN2CCN(CC(=O)Nc3ccc(OC)cc3)CC2)cc1
 : 3	7	nt	-1	-2	1	3	-13
